RMI FANCM FP – blocks RMI1/RMI2 complex binding to FANCM MM2 peptide | Fluorescence polarization, RMI core complex with F-MM2 peptide; hits give low values | FP signal (polarization) at 33 µM | 0.58% of 70,000 active | AID 1159607; in the data active = FP signal below about 40; also: inactives centre near 61; strong numbers were not always called active; unit not given here
The depositor's hits bear a star; & = joins results of further samples. Some of the compounds tested, so the mix of outcomes need not match the whole.

SMILES	RMI FANCM FP
COc1ccc(NC(=O)CSc2nc(NC(C)=O)c(NC(=O)c3ccc(F)cc3)c(=O)[nH]2)cc1	57
COc1ccc(-c2nnc(NC(=O)Cc3ccc(C)cc3C)o2)c(OC)c1	56
C=CCN1C(=O)C(C)(C)COc2ccc(NS(=O)(=O)C3CCCCC3)cc21	66
COCCCNC(=O)C12CCC(C)(C(=O)C1)C2(C)C (centres undefined)	57
CSc1nccc(-c2ccc(S(=O)(=O)N(CCC#N)Cc3ccco3)s2)n1	59
COc1cccc(C(=O)CSc2ccc(NC(=O)C3CC3)nn2)c1	72
O=S(=O)(CCc1nc2ccccc2[nH]1)CCc1nc2ccccc2[nH]1	54
O=C1CN(c2ccccc2)C(=O)C1C(=O)Nc1ccc(Br)cc1 (centres undefined)	58
COc1ccc(CC2CCC(=NO)CC2)cc1 (centres undefined)	53
Cc1ccc(C)c(N2CCN(C(=O)C3CCN(c4ncnc5c4sc4ncccc45)CC3)CC2)c1	63
COC(=O)c1ccc(C)c(-n2c(N)c(C(=O)NCc3ccccc3)sc2=S)c1	63
CCOC(=O)c1c(NC(=O)CSc2nc(C)cc(C)c2C#N)sc(C)c1C	93
O=C(CSc1ccc(-c2cccc([N+](=O)[O-])c2)nn1)NC1CCCC1	56
CC(C)C(=O)NCC1CCN(C(C)C)CC1	73
COC(=O)c1sc(NC(=O)c2ccc(OC)cc2)c(C(=O)OC)c1C	89
CC1C(=O)NCCN1C(=O)c1ccc2ccccc2c1 (centres undefined)	70
O=C(CCCSc1ccc(NC(=O)C2CC2)nn1)NCc1ccco1	63
Cc1ccc(/C=C/C(=O)c2ccc(OC(F)F)cc2)cc1	55
O=C(COc1ccccc1)Nc1c(F)cc(Br)cc1F	56
Cc1ccc(NC(=O)NCCn2ncccc2=O)cc1F	62
CCOC(=O)N1CCN(S(=O)(=O)c2ccc(C(=O)Nc3nnc(-c4ccco4)o3)cc2)CC1	60
COc1ccc(CN(CC(=O)N(C)c2ccccc2)S(=O)(=O)c2cccnc2)cc1	69
Cc1ccc(C)c(NC(=O)Cn2c(C)cc(C)c(-c3nc(-c4ccc5c(c4)OCO5)no3)c2=O)c1	60
Nc1c(C(=O)c2ccc(F)cc2)sc2nc(-c3ccccc3)cc(-c3ccco3)c12	56
CCOC(=O)CN1C(=O)SC(Nc2ccc(C(=O)O)cc2)C1=O (centres undefined)	57
COc1ccccc1N1CCN(CCNC(=O)c2cccc(OC)c2OC)CC1	65
Cc1csc(NC(=O)CSc2nnc3ccc(-c4ccco4)nn23)n1	68
CCCCc1ccc(NC(=O)CSc2nc(N)c(NC(=O)c3cccs3)c(=O)[nH]2)cc1	60
Cc1cnnn1-c1ccc(C(=O)Nc2ccc(SC#N)cc2)cc1	64
CN(C)C(CNC(=O)c1cccs1)c1ccsc1 (centres undefined)	55
Cc1c(S(=O)(=O)NC2CCCCC2)c(=O)n(C)c(=O)n1C	72
N#CC(c1ccccc1)N1CCSCC1 (centres undefined)	56
ONC=Nc1nnc(C(F)(F)F)s1	47
CC1(C)OC(=O)C(=C2CCCCCN2)C(=O)O1	58
CC(C)c1ccc(OCC(=O)Nc2cc(-c3cccs3)nn2-c2nc(C(C)C)cc(=O)[nH]2)cc1	89
CCn1c(=NC(=O)c2cc(=O)c3ccccc3o2)sc2c(OC)ccc(OC)c21	59
Cc1ccc(Cc2nnc(NC(=O)c3ccnn3C)o2)cc1	64
Cc1ccc(S(=O)(=O)NC(N)=NCCCC(NC(=O)OCc2ccccc2)C(=O)O)cc1 (centres undefined)	54&53
O=C(CCl)Nc1ccc2c(c1)OCO2	56
Cc1ccccc1CSc1nnc(CCC(=O)O)c(=O)n1N	54
Nc1nnc(C2CCCCC2)o1	66
CC(=O)c1ccc(S(C)(=O)=O)cc1	53
CN1CCN2c3ncccc3Cc3ccccc3C2C1 (centres undefined)	57
O=C(Nc1nc2c(Cl)cccc2s1)C1=COCCO1	68
CSc1cccc(NC(N)=O)c1	48
CCOC(=O)c1c(NC(=O)c2cccnc2)sc(C)c1-c1ccc(Cl)cc1	78
COc1cc(/C=C/C(=O)Nc2ccc(S(=O)(=O)N3CCCCC3c3cccnc3)cc2)cc(OC)c1OC (centres undefined)	62
Cc1ccc(Cn2c(=O)c3ncccc3n(CC(=O)OCc3ccccc3)c2=O)cc1	73
O=C(Nc1cc2ccccc2cc1NC(=O)c1ccc(Br)s1)c1ccc(Br)s1	63
Cc1cc(C(=O)Nc2nnc(-c3cc(C)n(C)n3)o2)no1	72
CN(C(=S)NC(=O)Cc1ccccc1)c1ccccc1	56
Cc1ccc(S(=O)(=O)NCCSc2nnnn2-c2ccccc2)cc1	62
NC1=NC(=O)C(CC(=O)Nc2cccc(C(F)(F)F)c2)S1 (centres undefined)	58
CCOc1cc(N2CCN(C(=O)c3ccco3)CC2)nc(C)n1	59
N#Cc1ccccc1N1CCOCC1	52
COc1ccc(OC)c2sc(NCCCN(C)C)nc12	72
COCC(=O)Nc1c(C)nc2sc(C)c(C)n2c1=O	64
COC(=O)c1ccc(COc2coc(CN3CCN(c4ccccc4)CC3)cc2=O)o1	52
CS(=O)(=O)N1CCC(C(=O)Nc2nc3c(s2)Cc2ccccc2-3)CC1	52
C(=N/Nc1ncnc2sc3c(c12)CCCC3)/c1ccc2c(c1)OCO2	56
Next section:
SMILES	RMI FANCM FP
O=C(c1ccc(=O)n(Cc2ccc(F)cc2)n1)N1CCc2ccccc2C1	63
COc1ccc(Cl)cc1NC(=O)Cn1c(C)cc(C)c(S(=O)(=O)c2ccc(C)c(C)c2)c1=O	78
O=C(CSC1CN(C(c2ccccc2)c2ccccc2)C1)NNC(=O)c1ccccc1	54
CCOc1c(C)cc(S(=O)(=O)Nc2ccc3c(c2)OCC(C)(C)C(=O)N3)cc1C	68
Cc1ccc(S(=O)(=O)NCCNC(=O)c2ccc(NC(=O)C3CCCC3)cc2)c(C)c1	71
O=C(Cc1ccc(Cl)cc1)Nc1nc(CN2CCc3ccccc3C2)cs1	98
COc1cccc(NC(=O)CSc2ncc(-c3ccc(F)cc3)o2)c1	70
CCOc1ccccc1C1CC(=O)NC(SCC(=O)Nc2nccs2)=C1C#N (centres undefined)	57
CC(=O)N1CC(C)=C(C#N)C1O (centres undefined)	-1*
COc1cc(NC(=O)c2sc3nc(N)c(C#N)c(-c4ccc(OC)c(OC)c4)c3c2N)c(OC)cc1Cl	46
Cn1nc(-c2ccc(S(=O)(=O)Nc3ccccc3N3CCOCC3)s2)cc1C(F)(F)F	57
COc1cc2c(cc1OC)[C@@H]1C(=O)c3ccc4c(c3O[C@@H]1CO2)C=CC(C)(C)O4	66
O=C1N=C(N2CCN(c3ccccc3F)CC2)S/C1=C\c1cccnc1	66
O=C1CC(NC(=O)c2ccccc2)C(=O)O1 (centres undefined)	65
COc1ccc(S(=O)(=O)NCCOc2cc(C)cc(C)c2)cc1	64
O=C(NCCC1CCCCN1S(=O)(=O)c1ccccc1)C(=O)NCc1ccco1 (centres undefined)	54
COc1cccc(OC)c1C(=O)NC(=O)Oc1c(F)cccc1F	66
N#Cc1c(NC(=O)/C=C/c2ccccc2)sc2c1CCCC2	48
O=C(NCCOc1ccccc1)c1cc([N+](=O)[O-])ccc1Cl	62
O=C(CSc1nc2sc3c(c2c(=O)n1-c1ccc(Cl)cc1)CCCC3)NCc1ccco1	81
O=c1[nH]c2nonc2c(=O)n1-c1cccc(Cl)c1	73
CN(C)S(=O)(=O)c1ccc(C(=O)NCc2nnc(SCC(=O)Nc3cccc(F)c3)o2)cc1	59
COc1ccc(NC(=O)CSc2nnc3ccc(C(=O)Nc4ccc(C)cc4)cn23)cc1OC	60
Cn1c(=O)c2c(ncn2CN2CCC(Cc3ccccc3)CC2)n(C)c1=O	60
COc1ccc(-c2nc(NC(=O)CSc3ccc(F)cc3)sc2C)cc1	57
CC1(C)C2CCC1(CS(=O)(=O)N1CCN(c3ccccc3F)CC1)C(=O)C2 (centres undefined)	81
COc1cc(C(=O)N(CCC#N)Cc2ccncc2)cc(OC)c1OC	56
O=C(Nc1sc2ccccc2c(=O)c1-c1cccs1)c1ccc([N+](=O)[O-])cc1	-19*
Cn1ncc2c(N3CCN(c4ccc([N+](=O)[O-])cc4)CC3)ncnc21	58
COc1ccccc1CCNC(=O)CCn1c(=O)oc2ccccc21	65
CCOC(=O)Cc1csc(NC(=O)COc2ccc(Cl)cc2)n1	54
Cc1cc(-c2nnc(NC(=O)COc3ccc(Cl)cc3Cl)o2)nn1C	62
CCOC(=O)c1ccccc1NC(=O)CSc1nc2c([nH]c3ccccc32)c(=O)n1CC	58
Cc1cccc(-c2noc(-c3ccc[nH]c3=O)n2)c1	69
O=C1C(=O)N(c2ccccc2)C(=S)/C1=C(\O)c1ccc(Cl)cc1	48
O=S(=O)(Cc1ccc(F)cc1)NCC(c1ccsc1)N1CCOCC1 (centres undefined)	65
COc1ccc(OC)c(-c2ccc(=O)n(CCNC(=O)COc3ccccc3F)n2)c1	68
Cc1ccc2nc(N(CCN3CCOCC3)C(=O)c3ccno3)sc2c1	66
Cc1ccccc1COc1cn(CC(N)=O)c(C)cc1=O	55
O=C(Nc1nc2ccsc2c(=O)s1)C1CCC1	39
C=CCn1c(SCC(=O)Nc2ccc3c(c2)OCCO3)nc2scc(-c3cccs3)c2c1=O	93
O=C(Nn1cnnc1)c1ccc([N+](=O)[O-])cc1	65
COc1cc(C(=O)NC(C)c2ccccc2)cc(OC)c1OC (centres undefined)	54
COc1ccc(-c2c[nH]c(=S)n2-c2ccc(Cl)cc2)cc1	61
O=C(CC1NCCCNC1=O)Nc1cc(Cl)ccc1Cl (centres undefined)	63
CC(C)(C)c1csc(Nc2ccccc2)n1	52
O=C(CCn1cnc2ccccc21)N/N=C\c1cccs1	60
COc1ccc(CN2CC(=O)C(c3nc4ccccc4[nH]3)C2=N)cc1OC (centres undefined)	75

A draw from above in order of number of heavy atoms, lowest first:
SMILES	RMI FANCM FP
CC(=O)c1ccc(S(C)(=O)=O)cc1	53
N#CC(c1ccccc1)N1CCSCC1 (centres undefined)	56
COc1ccc(CC2CCC(=NO)CC2)cc1 (centres undefined)	53
CN(C)C(CNC(=O)c1cccs1)c1ccsc1 (centres undefined)	55
Cc1cccc(-c2noc(-c3ccc[nH]c3=O)n2)c1	69
O=C(COc1ccccc1)Nc1c(F)cc(Br)cc1F	56
Cc1ccccc1COc1cn(CC(N)=O)c(C)cc1=O	55
O=C(NCCOc1ccccc1)c1cc([N+](=O)[O-])ccc1Cl	62
O=C1C(=O)N(c2ccccc2)C(=S)/C1=C(\O)c1ccc(Cl)cc1	48
Cc1cnnn1-c1ccc(C(=O)Nc2ccc(SC#N)cc2)cc1	64
COc1cccc(NC(=O)CSc2ncc(-c3ccc(F)cc3)o2)c1	70
COc1ccc(-c2nc(NC(=O)CSc3ccc(F)cc3)sc2C)cc1	57
CCOC(=O)c1c(NC(=O)CSc2nc(C)cc(C)c2C#N)sc(C)c1C	93
O=C(Nc1cc2ccccc2cc1NC(=O)c1ccc(Br)s1)c1ccc(Br)s1	63
O=C(NCCC1CCCCN1S(=O)(=O)c1ccccc1)C(=O)NCc1ccco1 (centres undefined)	54
COC(=O)c1ccc(COc2coc(CN3CCN(c4ccccc4)CC3)cc2=O)o1	52
Cc1ccc(S(=O)(=O)NC(N)=NCCCC(NC(=O)OCc2ccccc2)C(=O)O)cc1 (centres undefined)	54&53
CCOC(=O)N1CCN(S(=O)(=O)c2ccc(C(=O)Nc3nnc(-c4ccco4)o3)cc2)CC1	60
Cc1ccc(C)c(NC(=O)Cn2c(C)cc(C)c(-c3nc(-c4ccc5c(c4)OCO5)no3)c2=O)c1	60
COc1cc(/C=C/C(=O)Nc2ccc(S(=O)(=O)N3CCCCC3c3cccnc3)cc2)cc(OC)c1OC (centres undefined)	62

The list goes on:
SMILES	RMI FANCM FP
Cc1ccc(-n2cc(C(=O)N3CCN(Cc4ccccc4)CC3)nn2)cc1	64
COc1ccc(N2CCN(CCNC(=O)C3(c4ccccc4)CCOCC3)CC2)cc1	63
CCc1nc(SCC(=O)N(CC)CC)c(C#N)c2c1CCCC2	68
Cc1ccc(C(=O)NCCn2cc(SCC(=O)NCc3ccc4c(c3)OCO4)c3ccccc32)cc1	57
O=C(Nc1ccc(Br)c(C(F)(F)F)c1)C1COc2ccccc2O1 (centres undefined)	57
CC(C)NC(=O)C(=O)Nc1ccc(F)cc1	62
Cc1ccc(S(=O)(=O)N2N=C(c3cccc(NS(C)(=O)=O)c3)CC2c2ccccc2C)cc1 (centres undefined)	66
O=C(CSc1nc2c(c(=O)[nH]1)CN(Cc1ccccc1)CC2)Nc1ccc2c(c1)OCCO2	66&59
COc1ccc(NC(=O)c2ccc(Cl)s2)c2ccccc12	60
COCCCn1c(SCc2nc(-c3ccc(Cl)cc3)no2)nc2ccccc2c1=O	96
COC(=O)c1sccc1OCc1ncc(C(F)(F)F)cc1Cl	56&55
CCOc1cc(S(=O)(=O)NCc2ccccn2)ccc1Br	65
CCCc1cc(=O)[nH]c(-n2nc(C)cc2NC(=O)C(=O)NCc2ccc(F)cc2)n1	52
COc1ccc(-c2ccc(=O)n(CCCNC(=O)c3ccc4ccccc4n3)n2)cc1	68
O=C(Cn1cnc(-c2ccc(F)cc2)cc1=O)NCc1ccc2c(c1)OCO2	87
CCc1nnc(C2CCN(C(=O)/C=C\c3ccccc3)CC2)s1	61
CSc1nc(C)nc(-c2ccccc2)c1C#N	55
COC(=O)/C(C#N)=C/c1cccn1CCCn1ccnc1	50
O=C(CN1CCN(c2ccccc2F)CC1)c1ccc(Cl)cc1	62
Cn1nc2c(c1NC(=O)C1CCN(S(=O)(=O)c3ccc(F)cc3)CC1)CCC2	64
Cc1cccc(C)c1NC(=S)N1CCOCC1	63
COc1ccc(CCNC(=O)c2nnn(Cc3ccc(Br)cc3)c2N)cc1OC	54
CCOC(=O)c1c(-c2ccc(OC)cc2)csc1NC(=O)CCN1CC(C)OC(C)C1 (centres undefined)	75
CC(C)(C)c1ccc(S(=O)(=O)/C=C/C#N)cc1	63
CCC(=O)Nc1c(C#N)c(C)c(C)n1Cc1cccs1	54
CN(C)C(CNC(=O)c1cccs1)c1cccc2ccccc12 (centres undefined)	50
CC(=O)Nc1ccc(C(=O)NCCNC(=O)c2ccccc2)cc1	67
COC(=O)c1sccc1NC(=O)Nc1cc(C)oc1C(F)(F)F	57
O=C(C1CCCC1)N1CCc2ccc(NS(=O)(=O)c3ccc(F)cc3F)cc21	66
CS(=O)(=O)c1ccc(Nc2nc(C(=O)NCc3ccccc3Cl)cs2)cc1	72

Screening data from PubChem BioAssay.
